Compound activity: PubChem BioAssay, The Scripps Research Institute Molecular Screening Center
LYPLA1 counter – blocks human lysophospholipase 1, a PME1 counter-screen. O75608. 320,000 compounds, 0.16% hits. recombinant LYPLA1, FP-Rh probe fluorescence polarization. inhibition, % at 5.9 µM. AID 2174;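 active = inhibition above the mean of all tested compounds plus 3 SD, set per campaign, cut at about 14% in these data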;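 note: inhibitors block serine hydrolase probe labeling of LYPLA1 so polarization falls; 0% = enzyme with DMSO and 100% = wells lacking LYPLA1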
ZTA DNA inh – ZTA (EBV) inhibition in EBNA-1 counter-screen; 320,000 compounds, 0.15% hits; AID 2234; P03206; ZTA-DNA binding, fluorescence polarization; inhibition, % at 11 µM; in the data active = inhibition above about 33%
Target sequence (P03206 whole entry, looked up): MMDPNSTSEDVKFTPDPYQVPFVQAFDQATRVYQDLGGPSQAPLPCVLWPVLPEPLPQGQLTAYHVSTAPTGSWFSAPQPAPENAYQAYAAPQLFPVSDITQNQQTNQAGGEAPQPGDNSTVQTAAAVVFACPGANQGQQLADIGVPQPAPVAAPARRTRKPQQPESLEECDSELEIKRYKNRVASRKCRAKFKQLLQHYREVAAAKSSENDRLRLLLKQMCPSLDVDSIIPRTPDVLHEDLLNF
PREPL inhibitor – human PREPL enzyme inhibition. recombinant PREPL, fluorescence polarization activity-based probe. inhibition, % at 5.96 µM. Q4J6C6. AID 2751. 320,000 compounds, 0.68% hits; in the data active = inhibition above about 43%;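 note: 0% = enzyme with DMSO and 100% = wells lacking enzyme; many of its hits are not listed in these tables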
EBNA-1 inh – blocks EBNA-1 binding to DNA; EBNA-1 DNA binding, fluorescence polarization; inhibition, % at 14.8 µM; 300,000 compounds, 0.34% hits; in the data active = inhibition above about 28%
PAFAH1B3 inh – PAFAH1B3 (human) inhibition; Q15102; recombinant PAFAH1B3, FP-rhodamine probe, fluorescence polarization; inhibition, % at 3.39 µM; 340,000 compounds, 0.28% hits;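 active = inhibition above the screen-wide average of all tested compounds plus 3 SD, cut at about 25% in these data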;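 note: 0% = enzyme with DMSO only and 100% = wells lacking PAFAH1B3 protein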
pPAFAH inh – inhibitors of human plasma PAF acetylhydrolase (pPAFAH) | AID 463082 | Q13093 | inhibition, % at 3.39 µM | 330,000 compounds, 1.5% hits | recombinant pPAFAH, FP-rhodamine probe fluorescence polarization;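 active = inhibition above the mean inhibition across the screen plus 3 SD, cut at about 25% in these data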;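 note: inhibitors block binding of the rhodamine activity-based probe so polarization drops; 0% = enzyme with DMSO and 100% = wells lacking pPAFAH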
Target sequence (Q13093 whole entry, looked up): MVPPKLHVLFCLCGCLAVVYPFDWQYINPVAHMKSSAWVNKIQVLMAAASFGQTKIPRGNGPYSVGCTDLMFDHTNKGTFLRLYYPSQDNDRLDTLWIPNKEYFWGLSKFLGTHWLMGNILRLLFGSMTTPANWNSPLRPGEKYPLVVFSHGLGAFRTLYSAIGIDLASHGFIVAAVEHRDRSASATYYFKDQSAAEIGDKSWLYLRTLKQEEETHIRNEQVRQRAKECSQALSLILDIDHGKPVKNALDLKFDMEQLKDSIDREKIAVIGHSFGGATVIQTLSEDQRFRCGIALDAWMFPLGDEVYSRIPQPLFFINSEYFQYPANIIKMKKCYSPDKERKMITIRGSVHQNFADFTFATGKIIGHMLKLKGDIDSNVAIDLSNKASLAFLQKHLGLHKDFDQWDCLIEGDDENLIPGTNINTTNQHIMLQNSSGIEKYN
PAFAH1B2 FP inh – blocks human PAF acetylhydrolase 1b catalytic subunit 2. P68402. recombinant PAFAH1B2, FP-rhodamine activity probe, fluorescence polarization. inhibition, % at 3.39 µM. 340,000 compounds, 1.2% hits. AID 492953;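 active = inhibition above the mean of all tested compounds plus 3 SD, cut at about 24% in these data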;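 note: 0% = enzyme with DMSO and 100% = wells lacking PAFAH1B2; many of its hits are not listed in these tables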
Target sequence (P68402 whole entry, looked up): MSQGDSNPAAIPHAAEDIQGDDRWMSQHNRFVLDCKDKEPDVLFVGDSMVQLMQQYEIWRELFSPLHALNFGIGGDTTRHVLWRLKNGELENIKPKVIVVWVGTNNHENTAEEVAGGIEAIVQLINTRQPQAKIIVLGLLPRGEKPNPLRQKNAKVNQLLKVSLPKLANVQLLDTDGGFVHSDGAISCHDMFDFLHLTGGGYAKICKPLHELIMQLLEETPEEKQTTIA
LYPLA2 counter – blocks human lysophospholipase 2, a PME1 counter-screen; inhibition, % at 5.9 µM; recombinant LYPLA2, FP-Rh probe fluorescence polarization; O95372; 320,000 compounds, 0.38% hits; AID 2177;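 active = inhibition above the screen-wide mean plus 3 SD, limit set per campaign, cut at about 26% in these data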;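 note: 0% = LYPLA2 with DMSO and 100% = wells lacking LYPLA2 enzyme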
PAFAH2 inh – inhibitors of human PAFAH2; Q99487; recombinant PAFAH2, FP-rhodamine activity probe, fluorescence polarization; inhibition, % at 3.39 µM; 340,000 compounds, 0.99% hits; AID 492956;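 active = inhibition above the mean over all tested compounds plus 3 SD, cut at about 30% in these data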;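 note: inhibitors block probe labeling of enzyme so polarization drops; 0% = enzyme with DMSO and 100% = wells lacking PAFAH2 protein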
Numbers without * were called inactive; x = no result given. This is a subset; count on the stated rates, not on these rows.

SMILES	LYPLA1 counter	ZTA DNA inh	PREPL inhibitor	EBNA-1 inh	PAFAH1B3 inh	pPAFAH inh	PAFAH1B2 FP inh	LYPLA2 counter	PAFAH2 inh
C/C=C/c1ccc(OCCCn2cncn2)c(OC)c1	-2.4	5.8	4.8	-6.7	8.0	1.6	2.8	-3.7	-5.6
CC(C)n1nc(C(=O)Nc2nc3ccccc3[nH]2)c2ccccc2c1=O	0.3	18.9	-6.8	0.6	5.5	3.2	0.6	-1.2	-3.2
Nc1nnnn1/N=C/C=C/c1ccccc1	-3.0	-14.3	-27.5	-7.7	0.9	14.0	1.9	4.3	-6.2
Cc1ccc(O)c(C(=O)/C=C/c2ccc3c(c2)OCCO3)c1	-5.2	-6.2	16.7	10.1	4.8	1.5	-2.4	-1.3	5.3
CC(O)CNc1nc(NCc2ccccc2)c2cnn(C)c2n1 (stereo unspecified)	-0.3	-6.9	8.2	-7.3	6.8	1.2	3.1	0.3	4.8
COC(=O)[C@@]1(Cc2ccccc2)[C@H]2c3cc(C(=O)N4CCCC4)n(CCSCCO)c3C[C@H]2CN1C(=O)c1ccccc1	-2.2	13.5	11.7	13.9	x	4.3	x	1.0	x
CN=C1CC(SC)=C1c1ccc(C)cc1	-5.2	1.9	0.7	-1.8	1.3	2.4	5.5	1.5	-5.3
CC(=O)NC1CC2CCCC(C1)N2C(=O)Nc1ccccc1 (stereo unspecified)	2.0	-2.9	9.9	-10.4	-3.2	-0.1	0.5	2.4	-3.2
CCOC(=O)c1cc(S(=O)(=O)NC2CCCCC2)cn1C	0.3	14.8	4.3	-4.3	2.9	9.0	2.9	-4.0	-5.8
CCCn1cnc2cc(NCc3ccc(Br)cc3)ccc21	0.1	14.8	49.1*	1.8	5.7	10.2	36.9*	2.9	1.4
CCOc1ccc(N(CC(=O)NC2CCCCC2)C(=O)CCC(=O)Nc2cc(C)ccn2)cc1	3.0	3.9	-8.1	5.9	0.7	-1.7	-0.8	-2.7	1.7
CCC(C)n1c(SCC(=O)Nc2ccc3[nH]c(=O)[nH]c3c2)nc2ccccc2c1=O (stereo unspecified)	-0.9	13.4	22.9	-1.4	1.3	12.4	5.4	-2.8	-1.5
CC(C)[C@H](NC(=O)NC1CCCc2ccccc21)C(=O)O (stereo partly specified)	-3.2	6.8	-2.1	9.4	2.2	4.6	2.8	-1.5	13.1
CCn1c(-c2ccccn2)nc2cc(S(=O)(=O)N(C)C)ccc21	3.4	-5.1	-3.4	8.8	5.0	5.4	-0.8	3.4	-0.5
Cc1ccc(C(O)c2nc3ccccc3n2C(C)C)cc1 (stereo unspecified)	1.1	2.5	-14.4	-4.0	0.6	8.0	4.2	8.5	4.5
Cc1ccc(C(OCC(O)CN2CCCCC2CO)c2ccccc2)cc1 (stereo unspecified)	3.1	-14.0	-22.7	-12.2	2.3	-0.8	7.5	-1.1	4.2
O=C(COC(=O)c1cnccn1)Nc1ccc(Cl)cc1C(F)(F)F	-3.5	-1.5	3.0	-2.6	6.5	1.1	3.3	0.1	2.6
CCOC(=O)c1cn2ccc(C)cc2n1	-1.3	7.6	1.2	1.5	8.1	5.1	4.9	-5.8	4.0
CCOc1ccc(N(CC(=O)NCc2ccc(F)cc2)S(=O)(=O)c2c(C)noc2C)cc1	-0.8	4.4	-27.4	-2.6	1.0	-0.6	2.6	-0.6	5.3
COC(=O)CN1C(=O)[C@@H]2[C@H](C1=O)[C@@H]1CC(C(=O)OC)=C[C@@H](C(=O)OC)[C@@H]3C1=C(C(=O)[C@@]3(C)NC(=O)c1ccccc1)[C@@H]2C	2.4	16.8	-0.1	14.3	0.2	3.8	-4.3	0.8	2.7
CCN(Cc1ccccc1)S(=O)(=O)c1c(C)n(C)c(=O)n(C)c1=O	1.7	6.7	-2.9	5.3	-0.5	3.4	0.9	3.1	-2.2
CCOc1ccc(NC(=O)C2CCCN(S(=O)(=O)c3ccc(-n4cnnn4)cc3)C2)cc1 (stereo unspecified)	-3.9	10.3	-2.6	9.9	-0.3	6.1	3.7	0.0	4.7
Nc1cc(N)nc(SCC(=O)Nc2ccc(Br)cc2Cl)n1	0.6	-11.3	-4.8	-5.4	9.6	4.6	4.4	7.9	-0.1
O=C(c1cc2nc(-c3ccc(F)cc3)cc(C(F)(F)F)n2n1)N1CCCCC1c1cccnc1 (stereo unspecified)	3.8	18.0	-1.8	9.2	2.6	8.4	6.0	0.2	4.9
Cc1c(Cl)cccc1NC(=O)Nc1ccccc1C(N)=O	-2.3	6.1	-4.0	-7.2	2.4	1.4	3.5	-1.0	-2.6

Overlap with the part before: 2 entries; new compounds follow.
SMILES	LYPLA1 counter	ZTA DNA inh	PREPL inhibitor	EBNA-1 inh	PAFAH1B3 inh	pPAFAH inh	PAFAH1B2 FP inh	LYPLA2 counter	PAFAH2 inh
O=C(c1cc2nc(-c3ccc(F)cc3)cc(C(F)(F)F)n2n1)N1CCCCC1c1cccnc1 (stereo unspecified)	3.8	18.0	-1.8	9.2	2.6	8.4	6.0	0.2	4.9
Cc1c(Cl)cccc1NC(=O)Nc1ccccc1C(N)=O	-2.3	6.1	-4.0	-7.2	2.4	1.4	3.5	-1.0	-2.6
O=C(NNC(=O)c1ccco1)c1csc(N2CCOCC2)n1	1.2	0.2	6.0	4.3	6.1	-5.3	1.9	-0.6	-4.5
O=C(NCc1ccco1)c1cnc2n(c1=O)CCS2	4.0	-12.4	4.8	-3.9	6.8	-0.7	-0.3	3.5	-3.4
Cc1cccc(C)c1OCC(=O)Nc1cc(Cl)ccc1-n1cncn1	-3.6	0.5	8.7	-10.9	-6.0	0.3	1.9	-4.2	6.3
COc1ccc(-n2c(=O)c3ccccc3n(CC(=O)NCC3CCCO3)c2=O)cc1 (stereo unspecified)	4.5	8.4	19.7	-1.5	14.3	2.6	5.8	-2.9	-11.3
CCOC(=O)C(c1ccccc1)C(Nc1cc(C(F)(F)F)cc(C(F)(F)F)c1)c1ccccn1 (stereo unspecified)	-0.6	-13.5	10.8	-12.1	7.7	3.3	2.6	-1.1	-0.1
Clc1ccccc1-c1cc(COc2ccc3ccccc3c2)no1	0.2	2.0	-9.2	0.3	4.2	2.0	-1.7	-0.1	1.9
Cc1nc2ncnn2c(C)c1CCC(=O)Nc1ccc(S(=O)(=O)N2CCCCCC2)cc1	-1.4	5.4	-3.9	-0.2	5.9	-1.2	6.9	-3.6	4.3
CCn1cc(C(=O)O)c(=O)c2cc(Br)ccc21	0.4	-3.0	-0.8	6.4	-4.0	0.7	-0.1	-1.2	-3.5
O=C(CN1CCCC1)N/N=C/c1ccc(-c2cccc(Cl)c2)o1	-2.0	7.4	14.5	3.4	0.8	9.7	3.1	0.0	1.6
O=C(CCc1[nH]c2ccccc2c1Sc1ccccc1)N(CCO)CCO	4.5	-10.6	9.3	-5.5	10.4	2.8	7.5	4.2	6.3
CCCCN(C)Cc1c(C)[nH]c2ccc(Cl)cc2c1=O	-4.9	6.0	8.0	8.0	3.1	1.9	-0.8	0.6	-2.4
NS(=O)(=O)c1cccc(NC(=O)COC(=O)c2cc(-c3ccc(Cl)cc3)nc3ccccc23)c1	-55.5	16.4	-29.3	12.5	-90.8	-37.3	-46.0	-118.3	-82.0
Cc1ccsc1C(=O)NNC(=O)Nc1ccc(Cl)c(Cl)c1	-7.6	-0.2	3.4	4.2	1.6	-4.3	1.9	-16.9	4.2
COc1cccc(-n2c(=O)[nH]cc(C(=O)Nc3ccc4c(c3)OCCO4)c2=O)c1	1.8	0.5	-4.0	9.6	2.6	-3.0	-1.3	1.9	-8.9
Cc1cc(C)cc(NC(=O)CSc2nc(=O)n(CCN3CCOCC3)c3c2CCCC3)c1	-2.5	-5.8	-1.4	1.3	10.7	6.4	-2.0	3.9	5.0
O=C(Nc1ccc2nc3n(c(=O)c2c1)CCCCC3)c1ccccc1Cl	-3.3	9.6	-4.9	-0.8	-2.5	-1.9	-6.7	8.5	-1.5
COc1ccc(N(C(=O)C2CCCCC2)S(=O)(=O)c2cccc3cccnc23)cc1	0.7	7.2	7.0	-14.6	4.8	1.7	1.2	-0.2	1.2
Cc1cccc(NC(=O)COn2nnc3ccc(S(C)(=O)=O)cc32)c1	-4.7	3.0	-6.2	-3.3	0.0	-2.2	2.0	1.8	2.5
Cc1ccc(-c2nnn(CC(=O)N(c3ccccc3)C(C(=O)NC3CCCC3)c3ccncc3)n2)o1 (stereo unspecified)	0.0	1.2	2.5	-5.6	4.5	0.7	0.0	-3.2	-0.2
Cc1ccc(N2C(=O)c3ccc(C(=O)N4CCN(c5ccccc5F)CC4)cc3C2=O)cc1	-0.1	-9.0	7.2	-1.5	-4.6	-5.9	-3.4	0.8	5.3
CC(=O)Nc1ccc(S(=O)(=O)Nc2nccc(C)n2)cc1	-1.9	-0.8	2.3	2.6	9.3	-0.6	7.9	-3.5	-9.9
COc1ccc(C(=O)Nc2ccc(C(=O)NCC3CCCO3)cc2)c(OC)c1OC (stereo unspecified)	-5.3	-13.7	-0.7	-2.7	9.1	2.5	4.9	0.2	1.2
CN1C(=O)CC(C(=O)O)SC1=Nc1cc(Cl)cc(Cl)c1 (stereo unspecified)	-3.3	-5.1	-2.5	-4.1	4.4	3.2	-1.3	-3.2	1.0
Cc1ccccc1NC(=O)COC(=O)c1c(-c2ccccc2)noc1C	2.0	12.1	-3.3	x	2.1	3.7	-2.7	12.8	0.5
C#CC[N+](C)(C)C(C#Cc1ccccc1)CC=C (stereo unspecified)	2.7	15.5	18.1	-2.6	3.3	2.4	5.8	4.0	5.8
Later entries
SMILES	LYPLA1 counter	ZTA DNA inh	PREPL inhibitor	EBNA-1 inh	PAFAH1B3 inh	pPAFAH inh	PAFAH1B2 FP inh	LYPLA2 counter	PAFAH2 inh
COCCN(Cc1nc2ccccc2c(=O)[nH]1)C(=O)COc1cccc(C(C)=O)c1	-0.7	-1.2	-5.9	x	4.7	-0.7	4.3	-3.5	10.9
Cc1cccc(C(=O)N[C@H](C(=O)Nc2nc3ccc(S(C)(=O)=O)cc3s2)C(C)C)c1	1.5	7.1	-8.3	6.0	5.3	1.7	-0.4	-4.0	-17.1
Cc1onc2c(=O)n(-c3ccccc3)nc(-c3ccccc3)c12	1.7	-7.9	-0.6	3.9	2.0	3.3	-5.5	0.2	2.4
Cc1ccc(-c2csc(NC(=O)Cn3cnc4c3c(=O)n(C)c(=O)n4C)n2)cc1C	-4.2	-9.4	-3.8	1.1	-9.2	7.9	3.1	-9.2	-3.6
OCC1(Cc2ccccc2)CCN(Cc2ccc(C(F)(F)F)cc2)CC1	1.8	-16.4	2.1	-5.1	4.1	6.3	3.3	3.2	5.4
COC(=O)c1cccc(NC(=O)c2cccc(N3C(=O)CCC3=O)c2)c1	-2.0	10.8	-1.8	x	2.3	-0.3	0.1	0.8	-10.1
O=[N+]([O-])c1ccccc1OCc1nc(-c2cccs2)no1	-0.8	-18.5	20.8	6.3	11.6	4.2	3.6	6.5	-4.9
COc1ccc(Br)cc1C(=O)Nc1ccccc1-c1ccccc1	-5.8	-17.9	-5.3	-12.2	7.8	-10.7	1.2	-11.5	-8.9
Cn1cnnc1SCC(=O)Nc1cccc(S(=O)(=O)N2CCOCC2)c1	0.8	-4.8	34.2	-1.4	3.8	-2.3	-0.9	-2.2	0.0
COC(=O)c1ccc(NC(=O)Nc2ccc(F)cc2)cc1	-12.9	4.5	-2.5	5.8	-4.2	-2.1	-0.3	-7.4	-9.7
CCN(CC)CCNC(=O)c1ccc2c(c1)ncn2C1CCCCC1	-1.5	5.8	9.1	6.7	9.9	4.8	0.9	-3.2	-2.4
Cc1ccc(SCC2(O)CCN(S(=O)(=O)c3ccc(Cl)cc3)CC2)cc1	-0.8	-18.4	-33.9	-3.8	-5.2	1.5	15.4	1.1	1.2
